# TMEM16A inh: TMEM16A chloride channel inhibitors, primary screen, cell-based, HTS. HEK293 TMEM16A/YFP iodide influx fluorescence, ionomycin. normalized B-score (activity score, 25-100; higher = stronger inhibition) at 10 µM. 1.2% of 310,000 active;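 active = ratio plate-corrected score three or more library SD toward inhibition, starting fluorescence score within five deviations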;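 also: score derived from kinetic fluorescence span divided by baseline fluorescence per well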
# KCNK9 inh: KCNK9 potassium channel inhibitors, primary screen, HEK293 cells, thallium flux | B-score at 10 µM | FluxOR thallium flux fluorescence; hits give low values | Potassium channel subfamily K member 9 (Homo sapiens), Q9NPC2 | 1.2% of 310,000 active;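 active = ratio B-score over 3 SD below the library mean, with starting fluorescence within 5 SD of its mean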;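 also: negative B-score means less thallium flux so channel inhibition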
# Target sequence (Q9NPC2 whole entry, looked up): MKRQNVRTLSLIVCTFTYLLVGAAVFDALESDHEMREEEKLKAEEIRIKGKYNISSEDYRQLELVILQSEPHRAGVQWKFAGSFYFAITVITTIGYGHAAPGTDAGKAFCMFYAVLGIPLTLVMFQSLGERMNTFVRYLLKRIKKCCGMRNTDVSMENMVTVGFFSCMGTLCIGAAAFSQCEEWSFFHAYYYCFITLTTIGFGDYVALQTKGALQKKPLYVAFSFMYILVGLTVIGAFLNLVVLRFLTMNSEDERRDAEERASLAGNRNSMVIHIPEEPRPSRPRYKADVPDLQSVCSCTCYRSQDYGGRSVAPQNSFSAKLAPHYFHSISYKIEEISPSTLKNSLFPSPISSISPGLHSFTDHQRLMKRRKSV
# TRPC4 PAM: positive allosteric modulators of TRPC4, primary screen, cell-based, mouse TRPC4beta, HEK293 mu-opioid, Fluo-4 calcium. DAMGO EC20, Fluo-4 Ca2+ flux; hits give high values. AID 2227, 2009. B-score at 10 µM. 0.42% of 310,000 active;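 active = B-score of calcium response area above 5 SD of library B-scores, with initial fluorescence ratio within 5 SD of library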;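 also: B-score of integrated fluorescence ratio over time as area under calcium response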
# HDAC3 inhib: HDAC3 deacetylase inhibitors, primary screen, biochemical, fluorescence, cell-free homogeneous; Histone deacetylase 3 (Homo sapiens), O15379; AID 2718, 2010; recombinant HDAC3, fluorogenic peptide/trypsin coupled; 0.15% of 320,000 active; inhibition, % at 8.3 µM; in the data active = inhibition above about 26%, passing the limit was not always enough
# KCNK3 inh: human KCNK3 channel inhibitors, primary screen, CHO cells, FluxOR thallium flux, B-score. Potassium channel subfamily K member 3 (Homo sapiens), O14649. FluxOR fluorescence; hits give low values. B-score at 10 µM. 0.84% of 340,000 active. AID 602410, 2012;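 active = B-score under library mean minus 4 SD, starting fluorescence ratio at most library mean plus 5 SD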;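 also: more negative B-score means stronger inhibition of thallium flux through KCNK3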
# TMEM16A act: TMEM16A chloride channel activators or potentiators, primary screen, cell-based, HTS; HEK293 TMEM16A/YFP-H148Q/I152L, iodide quench fluorescence; hits give low values; AID 623877, 2012; 0.3% of 340,000 active; Anoctamin-1 (Mus musculus), Q8BHY3; B-score at 10 µM;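 active = fluorescence-ratio B-score plate-corrected deviation score at least 3 library SD below zero, with starting fluorescence score within 5 deviations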;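 also: channel opened by trigger with iodide after compound preincubation; score built on the fluorescence ratio of max minus min over baseline; more negative score means more quench and so TMEM16A activation or potentiation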
# KCNQ1 act: potentiators or activators of KCNQ1 channel, primary screen, cell-based, thallium flux, high-throughput; 0.35% of 310,000 active; Potassium voltage-gated channel subfamily KQT member 1 (Homo sapiens), P51787; B-score at 10 µM; CHO-K1 KCNQ1, thallium flux FluxOR fluorescence; hits give high values; AID 2648, 2010;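 active = fluorescence ratio B-score, a plate-corrected score, at least three library SD, with initial intensity B-score within 5 SD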
# Target sequence (P51787 whole entry, looked up): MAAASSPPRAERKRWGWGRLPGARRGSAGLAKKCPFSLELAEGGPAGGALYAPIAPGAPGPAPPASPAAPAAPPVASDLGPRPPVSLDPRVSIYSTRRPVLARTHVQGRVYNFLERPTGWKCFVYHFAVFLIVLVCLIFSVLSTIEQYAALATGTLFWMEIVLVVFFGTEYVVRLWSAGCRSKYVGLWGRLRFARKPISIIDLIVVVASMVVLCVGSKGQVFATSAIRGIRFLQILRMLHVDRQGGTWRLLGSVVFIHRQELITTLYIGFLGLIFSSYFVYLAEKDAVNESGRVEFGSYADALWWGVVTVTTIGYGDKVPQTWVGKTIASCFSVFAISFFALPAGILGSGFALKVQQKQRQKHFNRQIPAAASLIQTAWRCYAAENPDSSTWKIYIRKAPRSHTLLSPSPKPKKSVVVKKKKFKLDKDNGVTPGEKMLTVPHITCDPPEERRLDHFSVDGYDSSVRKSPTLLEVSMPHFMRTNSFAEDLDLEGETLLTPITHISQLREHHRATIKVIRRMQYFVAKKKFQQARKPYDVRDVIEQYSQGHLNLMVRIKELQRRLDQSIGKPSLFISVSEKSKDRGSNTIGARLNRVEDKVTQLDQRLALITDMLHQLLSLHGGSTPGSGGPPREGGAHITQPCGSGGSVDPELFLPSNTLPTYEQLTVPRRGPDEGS
#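 Medium – assay buffer, equal DMSO in all wells · Material – CHO-K1 cell line with stable KCNQ1 potassium channel expression · Signal – kinetic FluxOR thallium fluorescence, 10-s 1-Hz baseline, 110-s post-stimulus read · Compound – single concentration per compound, DMSO matched to controls · Schedule – 37 °C overnight plating, 90-min dark dye load, 20-min compound pretreatment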
# hERG protect: hERG rescue from dofetilide block, primary screen, cell-based, CHO-hERG, FluxOR thallium flux, dofetilide IC70; Voltage-gated inwardly rectifying potassium channel KCNH2 (Homo sapiens), Q12809; dofetilide IC70 present; activation (rescue from dofetilide block), less the hit threshold, % at 10 µM; 0.51% of 310,000 active;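 active = activation above the mean of controls blocked by dofetilide plus 5 SD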;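 also: thallium influx through hERG after potassium depolarization seen as dye fluorescence rise; in these data hits start at about 4.7%; inactives centre near -7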
# TRPC4 act: activators of mouse TRPC4 channel, primary screen, Fluo4 calcium, HEK293 TRPC4beta/mu-opioid cells; 0.49% of 310,000 active; Fluo4 calcium fluorescence; hits give high values; B-score at 10 µM; Short transient receptor potential channel 4 (Mus musculus), Q9QUQ5;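 active = B-score above 5 SD of library B-scores, and initial fluorescence ratio not above library mean plus 5 SD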;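 also: positive B-score marks a calcium rise read as TRPC4 activation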
#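 Material: HEK293 stable line with TRPC4beta plus mu-opioid receptor; technique: Fluo4 calcium-sensitive dye fluorescence, kinetic, 1 Hz baseline; timing: Fluo4 dye loading 45 min at room temperature, 110 s recording; controls: assay buffer as low control, maximal DAMGO as high control; read-out: integrated baseline-normalised fluorescence ratio, converted to per-well B score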
# KCNQ1 inh: inhibitors of human KCNQ1 channel, primary screen, cell-based, thallium flux, high-throughput | Potassium voltage-gated channel subfamily KQT member 1 (Homo sapiens), P51787 | CHO-K1 KCNQ1, FluxOR thallium flux fluorescence; hits give high values | B-score at 10 µM | 1.3% of 310,000 active;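 active = compounds whose thallium flux B-score, printed positive for inhibition, exceeds three library SD while starting fluorescence stays within three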;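 also: channel opened by potassium depolarization with thallium stimulus after 20 min compound exposure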
# Dyrk1A ADPGlo: rat Dyrk1A kinase inhibitors, primary screen, biochemical, single point, plate reader; inhibition, % at 12.5 µM; AID 504441, 2011; ADP-Glo luminescence, NFATc1 peptide; 0.43% of 310,000 active; in the data active = inhibition above about 50%;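 also: plate controls were vehicle with enzyme for no effect and no enzyme for full effect; many of its hits are not listed in these tables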
# Numbers without * were called inactive; i = inactive; . = no result given. These rows are one share of the data; count on the stated rates, not on these rows.
molecule	TMEM16A inh	KCNK9 inh	TRPC4 PAM	HDAC3 inhib	KCNK3 inh	TMEM16A act	KCNQ1 act	hERG protect	TRPC4 act	KCNQ1 inh	Dyrk1A ADPGlo
CCc1c(C(=O)N/N=C/c2ccsc2)csc1C	i	i	i	-0.7	i	i	i	-11.5	i	i	1.7
Cc1ccc(-n2nnnc2/C=C\Nc2cc(C)on2)cc1	i	i	i	-3.1	i	i	i	-3.7	i	i	-2.8
C=CCN=C1S/C(=C/c2ccc([N+](=O)[O-])cc2)C(=O)N1CC=C	i	i	i	7.5	i	i	i	-9.9	i	i	.
COCCn1c(C)c(C)c(S(=O)(=O)c2ccccc2)c1N	i	i	i	1.0	i	i	i	-3.8	i	i	3.5
Cc1cccn2c(=O)c(/C=C(\C#N)C(=O)NCc3ccco3)c(N3CCC(C(N)=O)CC3)nc12	i	i	i	-2.5	i	i	i	-7.4	i	i	1.4
COCCNC(=O)c1ccc(Cl)c(S(=O)(=O)Nc2cccc(C)c2C)c1	i	i	i	2.2	i	i	i	-1.8	i	i	0.9
Cc1ccc(NC(=O)CSc2nnnn2-c2ccc3c(c2)OCO3)cc1C	i	i	i	-0.2	i	i	i	-2.6	i	i	-0.3
O=C(COc1ccc(Cl)cc1)NCc1ccc(F)cc1	i	i	i	-0.7	i	i	i	1.0	i	i	3.2
Cc1c(C)n(CCCN(C)C)c2ncnc(Nc3ccccc3)c12	i	i	i	0.9	i	i	i	-12.2	i	i	1.3
COc1ccc(NC(=S)NNC(=O)c2cccs2)cc1	i	i	i	-4.9	i	i	i	-3.6	i	i	9.1
O=[N+]([O-])c1ccc(Cl)c(S(=O)(=O)Nc2ccc(-c3ccc(N4CCOCC4)nn3)cc2)c1	i	i	i	.	i	i	i	0.9	i	i	-0.1
COc1cc(NC(=O)c2ccccn2)cc(OC)c1OC	i	i	i	1.0	i	i	i	-8.0	i	i	-1.2
COCCN(CC1CCCN(C2Cc3ccccc3C2)C1)C(=O)CCC(N)=O (stereo not drawn)	i	i	i	2.3	i	i	i	-7.8	i	i	-5.3
CNS(=O)(=O)c1cn(CC(=O)NCc2cccc(OC)c2)cc1S(=O)(=O)NC	i	i	i	-1.1	i	i	i	-4.2	i	i	-0.4
O=C(Nc1ccc(F)cc1)c1csc(Cc2ccccc2)n1	i	i	i	2.6	i	i	i	-5.0	i	i	-3.5
O=C(CNc1ccc(Br)cc1)c1ccc(O)cc1	i	i	i	-11.9	i	i	i	-9.0	i	i	1.4
Cc1cc(C)cc(OCC(=O)Nc2ccc(N3CCCCC3)cc2)c1	i	i	i	-2.3	i	i	i	-8.1	i	i	7.5
O=C(CN1CCC(C(=O)c2ccc(Cl)cc2)CC1)Nc1ccc2c(c1)OCCO2	i	i	i	2.1	i	i	i	-11.5	i	i	-1.2
O=C(NCc1ccccc1)C1=C[C@H](C2CC2)C[C@H](OCc2ccc(CO)cc2)O1	i	i	i	-2.8	i	i	i	-11.4	i	i	-2.7
CS(=O)(=O)N(CC(=O)N/N=C/c1cc2c(cc1Br)OCO2)c1ccccc1Br	i	i	i	8.7	i	i	i	-6.5	i	i	6.9
Cc1nc2c(-c3ccccc3)c(C)[nH]n2c(=O)c1Cl	i	i	i	-10.2	i	i	i	-4.9	i	i	6.2
CCc1ccc(N2CN(Cc3ccco3)CNC2=S)cc1	i	i	i	2.6	i	i	i	-5.4	i	i	6.2
COc1ccc(N2C(=O)CC(c3ccccc3)C2=O)cc1 (stereo not drawn)	i	i	i	0.4	i	i	i	-9.1	i	i	-6.4
CCOC(=O)c1csc(NC(=O)C2CCCCC2)n1	i	i	i	-1.1	i	i	i	-11.4	i	i	-0.2
O=C(Nc1cccc(-c2nc3ccccc3s2)c1)c1cccs1	i	-10.2*	i	13.0	i	i	i	-14.9	i	i	4.7
O=C(c1ccc(O)cc1)c1ccc(Cl)cc1	i	i	i	5.5	i	i	i	-12.8	i	i	22.8
O=C(NC(=O)c1ccc(F)cc1F)Nc1ccc(Cl)cc1	i	i	i	0.6	i	i	i	0.5	i	i	-0.1
CSc1ccc(CN2CCC(N3CC(C)OC(C)C3)CC2)cc1 (stereo not drawn)	i	i	i	-1.2	i	i	i	-7.3	i	i	-2.2
O=C(c1nn2c(C(F)(F)F)cc(-c3ccc(F)cc3)nc2c1Cl)N1CCOCC1	i	i	i	4.5	i	i	i	-11.4	i	i	-3.1
CC(C)(C)c1ccc(C(=O)Nc2ccc(O)c3c(=O)cc(-c4cccc(Cl)c4)oc23)cc1	i	i	i	0.9	i	i	i	-7.8	i	i	9.6

# Some of the entries so far, with values under each structure.
# Second line of a record: TMEM16A inh	KCNK9 inh	TRPC4 PAM	HDAC3 inhib	KCNK3 inh	TMEM16A act	KCNQ1 act	hERG protect	TRPC4 act	KCNQ1 inh	Dyrk1A ADPGlo
> CCc1ccc(N2CN(Cc3ccco3)CNC2=S)cc1
    i	i	i	2.6	i	i	i	-5.4	i	i	6.2
> Cc1cccn2c(=O)c(/C=C(\C#N)C(=O)NCc3ccco3)c(N3CCC(C(N)=O)CC3)nc12
    i	i	i	-2.5	i	i	i	-7.4	i	i	1.4
> COCCN(CC1CCCN(C2Cc3ccccc3C2)C1)C(=O)CCC(N)=O (stereo not drawn)
    i	i	i	2.3	i	i	i	-7.8	i	i	-5.3

# (list continues)
molecule	TMEM16A inh	KCNK9 inh	TRPC4 PAM	HDAC3 inhib	KCNK3 inh	TMEM16A act	KCNQ1 act	hERG protect	TRPC4 act	KCNQ1 inh	Dyrk1A ADPGlo
O=NNc1nc2ccccc2n1Cc1ccccc1	i	i	i	-0.4	i	i	i	-4.9	i	i	0.8
Brc1cc(Br)cc(CN2CCSCC2)c1	i	i	i	1.8	i	i	i	-1.5	i	i	.
CCOC(=O)C1=C(C)NC(=O)NC1c1cc(Br)c(O)c(OC)c1 (stereo not drawn)	i	i	i	19.2	i	i	i	-0.3	i	i	11.5
O=C(c1ccco1)N1CCN(C(c2cccs2)c2nnnn2C2CCCC2)CC1 (stereo not drawn)	i	i	i	-2.0	i	i	i	-4.1	i	i	-4.6
Cc1ccc(S(=O)(=O)c2nc(-c3ccccc3)oc2NCc2cccnc2)cc1	i	i	i	-0.3	i	i	i	-9.7	i	i	-3.1
Cc1cccc(CN2CCC(N3CC(C)OC(C)C3)CC2)c1 (stereo not drawn)	i	i	i	-1.7	i	i	i	-5.4	i	i	-4.6
O=C(NCC1CCCCC1)c1ccc([N+](=O)[O-])cc1	i	i	i	3.8	i	i	i	-7.3	i	i	11.5
Cc1csc2c(N3CCC(C(=O)O)CC3)ncnc12	i	i	i	.	i	i	i	-4.0	i	i	0.1
O=C(NCCOc1ccccc1)c1ccccc1[N+](=O)[O-]	i	i	i	0.4	i	i	i	-15.6	i	i	-2.0
CC1(c2ccc3ccccc3c2)NC(=O)N(CC(=O)Nc2cccc(S(=O)(=O)N3CCOCC3)c2)C1=O (stereo not drawn)	i	i	i	6.9	i	i	i	-15.2	i	i	4.5
CCN(CC)S(=O)(=O)c1cccc(-c2nnc(SCc3nnc(-c4cccs4)o3)n2N)c1	i	i	i	2.1	i	i	i	-9.2	i	i	-4.2
Cc1ccc(OCCC(=O)NCCc2ccc(S(N)(=O)=O)cc2)cc1	i	i	i	-0.1	i	i	i	-7.5	i	i	-5.0
COc1ccc(S(=O)(=O)N2CCN(CC3CC=CCC3)CC2)cc1 (stereo not drawn)	i	i	i	8.2	i	i	i	-1.5	i	i	-3.4
COc1cc(C(O)CO)ccc1OS(=O)(=O)O (stereo not drawn)	i	.	.	0.2	i	i	.	.	.	.	8.1
C=CCn1c(O)c(N=NC(=O)OC(C)(C)C)c2ccccc21	i	i	i	1.9	i	i	i	1.3	i	i	-3.3
Cn1c(=S)[nH]c2ccccc21	i	i	i	19.0	i	i	i	-4.4	i	i	10.4
Fc1ccc(NC(=S)N/N=C/c2ccc(F)c(F)c2)c(F)c1	i	i	i	-6.8	i	i	i	-5.1	i	i	-1.7
CC1CCCC(NC(=O)CCS(=O)(=O)c2cc3c(cc2Cl)NC(=O)CO3)C1C (stereo not drawn)	i	i	i	-0.8	i	i	i	-5.0	i	i	0.3
Cn1c(SCC(=O)NCc2ccccc2)nnc1-c1ccc(NC(=O)CCc2ccccc2)cc1	i	i	i	2.2	i	i	i	-7.4	i	i	20.2
Cc1cc(S(=O)(=O)N(Cc2ccccc2Cl)c2ccc3c(c2)CCC3)ccc1-n1cnnn1	i	i	i	3.4	i	i	i	-11.3	i	i	-8.2
CCOC(=O)c1nnn(CC(=O)N2N=C(c3cc(C)ccc3C)CC2c2ccc(OC)cc2)c1C(=O)OCC (stereo not drawn)	i	i	i	-2.7	i	i	i	-4.2	i	i	-7.3
O=[N+]([O-])c1ccc(CSc2nnc3ccccn23)cc1	i	i	i	2.6	i	i	i	-8.1	i	i	1.9
O=S(=O)(c1ccccc1)N(C1=NCCS1)S(=O)(=O)c1ccccc1	i	i	i	3.1	i	i	i	-11.6	i	i	-0.4
Cc1cc(C(F)(F)F)c2c(N)c(C(=O)Nc3cc(C)on3)sc2n1	i	i	i	-1.8	i	i	i	-16.1	i	i	9.7
O=C(CCCn1c(=O)[nH]c2cc(Cl)ccc2c1=O)NCCCN1CCCC1=O	i	i	i	-8.7	i	i	i	-0.1	i	i	-0.8
COc1ccccc1CNc1nc(SC)ncc1CO	i	i	i	-5.2	i	i	i	-12.2	i	i	-0.2

# Screening data (PubChem BioAssay)
